PAX8 reporter = inhibitors of PAX8 transcriptional activity in RMG-I cells | RMG-I TPO-luciferase reporter, SteadyGlo, 24 h | inhibition, % at 12.6 µM | 1.2% of 360,000 active | AID 652154;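 active means mean replicate inhibition at least 60% with every replicate also reaching 60%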;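 further: luciferase light reporting Pax8 driven TPO promoter activity; plate controls were median of neutral control wells for no effect and mitoxantrone controls for full effect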
miR-122 sensor = inhibitors of miR-122 in Huh7 cells. Huh7 miR-122 Renilla luciferase sensor, 48 h; neutral wells = 0, positive control = 100. activation (reporter increase), % at 12.5 µM. 0.3% of 340,000 active. AID 602342;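 active means mean replicate activation score at least 90 and every replicate individually at or above 90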;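 further: higher luciferase means less miR-122 activity so hits act as miR-122 inhibitors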
Cneo AK release = causes C. neoformans cell lysis. adenylate kinase release luminescence, 4 h; normalised: neutral wells 0, clomiphene wells 100. lysis activity, % at 15 µM. 0.2% of 360,000 active;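 active means mean lysis activity across replicates of at least 80%, whatever share of replicates individually reach that level; inactive means mean lysis activity below 80%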
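Assay system: C. neoformans cells. Amount: yeast cell density of 5 × 10^6 cells/mL. Technique: AK luminescence. Buffer or medium: YPD. Times: static 4 h at 37 °C with compound, 1 h detection. Dosing: single-point compound dose. Read-out: lysis from increased AK signal.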
LGR2 antag = inhibitors of bursicon-induced Drosophila LGR2 receptor cAMP signaling. inhibition, % at 9.99 µM. HEK293 LGR2, CRE-luciferase, bursicon-stimulated, 4 h. 0.35% of 380,000 active;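 active means drop in luminescence signal, shown as inhibition above about 50% in the replicate tests, limit read from the data, passing the limit was not always enough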;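 further: agonist challenge used bursicon conditioned medium at about half maximal strength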
FN deposit inh = fibronectin deposition inhibition; AH1F fibroblasts, Alexa488-fibronectin deposition fluorescence, overnight; inhibition, % at 12.6 µM; 0.086% of 350,000 active; AID 743247;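 active means mean inhibition across replicates of 30% or more, regardless of how many single replicates reach that level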;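 further: positive control wells lacked labelled fibronectin entirely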
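Assay system: AH1F fibroblasts / Quantity: 10000 cells per well / Medium: DMEM plus 2% serum, read in PBS / Reagent: labelled fibronectin 24 nM / Dosing: single dose, pinned / Times: 1 h cell attachment, overnight exposure to compound and label / Signal: fluorescence, ex 485 nm, em 525 nm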
PGC1a acetyl inh = lowers PGC1a acetylation signal in U2OS cells. inhibition, % at 15.6 µM. AlphaScreen anti-acetyl-lysine; with virally co-expressed GCN5 acetyltransferase. 0.17% of 350,000 active;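 active means every replicate shows inhibition of at least 40%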;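 further: 0% = neutral control wells and 100% = positive control wells; some results beyond the cut were filed as inactive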
EWS-Fli inh = blocks EWS/Fli oncoprotein-driven transcription. 0.67% of 350,000 active. A673 NR0B1-luciferase reporter, viability-normalised. AID 651661. inhibition, % at 12.6 µM;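 active means mean inhibition of at least 50% after viability correction, with every replicate also passing that limit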;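 further: firefly luciferase signal divided by Alamar Blue viability fluorescence both relative to DMSO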
Casp6 inh = blocks human caspase-6 cleavage activity. P55212. purified caspase-6, Z-VEID-R110 cleavage fluorescence. inhibition, % at 12.5 µM. 0.53% of 350,000 active;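 active means mean inhibition across replicates at least about 35%, with every replicate also reaching that limit, limit read from the data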;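 further: 0% = median of neutral control wells and 100% = no fluorescence left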
Target sequence (P55212 24-179 limits assumed): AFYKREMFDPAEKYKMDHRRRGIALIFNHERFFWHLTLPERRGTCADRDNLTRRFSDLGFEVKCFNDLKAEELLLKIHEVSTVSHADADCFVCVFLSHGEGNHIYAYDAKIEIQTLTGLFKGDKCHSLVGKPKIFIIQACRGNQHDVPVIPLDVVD
Target sequence (P55212 194-293 limits assumed): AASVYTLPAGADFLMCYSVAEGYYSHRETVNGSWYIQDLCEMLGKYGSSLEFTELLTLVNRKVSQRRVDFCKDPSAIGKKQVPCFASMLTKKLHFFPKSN
Active calls of the source: *; x = no result given; [ ] = dose if it differs, or a comment.

SMILES | PAX8 reporter | miR-122 sensor | Cneo AK release | LGR2 antag | FN deposit inh | PGC1a acetyl inh | EWS-Fli inh | Casp6 inh
O=S(=O)(c1ccccc1)N1C[C@H]2[C@@H](c3ccccc31)[C@@H](CO)N2Cc1ccccc1 | 2 | 18[16.7 µM] | -2 | 4 | x | -8 | 9 | 3
O=C(C[C@@H]1CC[C@H](NC(=O)Nc2ccccc2F)[C@H](CO)O1)NCc1ccc(Cl)cc1 | 0 | x | -2 | -15 | -11 | -3 | -5 | -2
COc1cc(NC(=S)NC(C)(C)C)c(OC)cc1Cl | 9 | x | x | 19 | -9 | x | 12 | 4
CCOC(=O)Cc1csc(NC(=O)Cc2cccs2)n1 | x | -6 | -1 | -11 | x | x | x | 11
CC(C)CC#Cc1ccc2c(c1)O[C@H](CN(C)C(=O)c1cnccn1)[C@H](C)CN([C@H](C)CO)S2(=O)=O | -21 | -39[16.7 µM] | 3 | 10 | x | 1 | -4 | 5
O=C(c1cnccn1)N1CC(=O)N2[C@H](CO)[C@H](c3ccc(C#CCC4CCCC4)cc3)[C@H]2C1 | 0 | x | x | 0 | x | -21 | -8 | 0
CN(C)C(=O)c1cccc(-c2ccc3c(c2)[C@@H]2[C@@H](CCN2C(=O)C2CCOCC2)[C@@H](CO)N3)c1 | 1 | -4[16.7 µM] | 3 | 3 | 10 | -7 | -5 | 1
COc1ccc(-c2cc(=O)oc3c(C)c(O)ccc23)cc1 | 26 | x | -3 | 13 | -3 | 1 | -6 | 2
O=C1CCCC2(O)C1C(c1cccc(Br)c1)NC(=O)N2Cc1ccccc1 (configuration not stated) | 1 | x | x | -11 | -4 | x | -3 | -1
COc1cc2nc(CN(C)Cc3ccc(C(C)(C)C)cc3)[nH]c(=O)c2cc1OC | 8 | x | x | -9 | 5 | x | -5 | 0
Cc1cc(=O)oc2cc(OCC3CC(c4ccc(Br)cc4)=NO3)ccc12 (configuration not stated) | x | -1 | -2 | x | x | 2 | 4 | 0
CO[C@@H]1CN(C)C(=O)c2cc(NS(=O)(=O)c3ccccc3)ccc2OC[C@H](C)N(Cc2nccs2)C[C@@H]1C | 8 | x | -17 | 12 | x | -7 | 5 | -3
O=C(Cn1ccnc1)c1ccc(Cl)cc1 | 1 | 4 | 1 | 7 | 5 | 3 | -3 | -1
Cc1cccc(C)c1N(CC(=O)NCc1ccc(F)cc1)C(=O)c1csnn1 | 13 | -9 | x | -7 | -2 | x | -4 | -2
C[C@@H]1CN([C@@H](C)CO)C(=O)c2cc(C#Cc3ccccn3)cnc2O[C@H]1CN(C)CC1CCOCC1 | -12 | 3[16.7 µM] | 0 | 7 | x | -7 | -22 | 2

7 records picked at random from those above:
SMILES | PAX8 reporter | miR-122 sensor | Cneo AK release | LGR2 antag | FN deposit inh | PGC1a acetyl inh | EWS-Fli inh | Casp6 inh
COc1cc(NC(=S)NC(C)(C)C)c(OC)cc1Cl | 9 | x | x | 19 | -9 | x | 12 | 4
CN(C)C(=O)c1cccc(-c2ccc3c(c2)[C@@H]2[C@@H](CCN2C(=O)C2CCOCC2)[C@@H](CO)N3)c1 | 1 | -4[16.7 µM] | 3 | 3 | 10 | -7 | -5 | 1
CO[C@@H]1CN(C)C(=O)c2cc(NS(=O)(=O)c3ccccc3)ccc2OC[C@H](C)N(Cc2nccs2)C[C@@H]1C | 8 | x | -17 | 12 | x | -7 | 5 | -3
COc1ccc(-c2cc(=O)oc3c(C)c(O)ccc23)cc1 | 26 | x | -3 | 13 | -3 | 1 | -6 | 2
CC(C)CC#Cc1ccc2c(c1)O[C@H](CN(C)C(=O)c1cnccn1)[C@H](C)CN([C@H](C)CO)S2(=O)=O | -21 | -39[16.7 µM] | 3 | 10 | x | 1 | -4 | 5
Cc1cccc(C)c1N(CC(=O)NCc1ccc(F)cc1)C(=O)c1csnn1 | 13 | -9 | x | -7 | -2 | x | -4 | -2
O=S(=O)(c1ccccc1)N1C[C@H]2[C@@H](c3ccccc31)[C@@H](CO)N2Cc1ccccc1 | 2 | 18[16.7 µM] | -2 | 4 | x | -8 | 9 | 3

(listing goes on)
SMILES | PAX8 reporter | miR-122 sensor | Cneo AK release | LGR2 antag | FN deposit inh | PGC1a acetyl inh | EWS-Fli inh | Casp6 inh
COc1ccc(CCC(=O)Nc2ccc(S(=O)(=O)NC3=NCCCCC3)cc2)cc1 | -6 | -10 | -4 | -23 | 10 | 14 | -4 | 1
Cc1cccc(C)c1NC(=O)C1c2ccccc2OCC(=O)N1CCCN1CCOCC1 (configuration not stated) | -14 | x | x | 0 | -1 | x | -1 | 1
Cc1noc(C)c1S(=O)(=O)Nc1ccc2c(c1)C(=O)N([C@H](C)CO)C[C@H](C)[C@H](CN(C)Cc1ccc(C(=O)O)cc1)OCCCC[C@@H](C)O2 | -12 | 1[16.7 µM] | -2 | -12 | 5 | -14 | 15 | -2
O=[N+]([O-])c1cccnc1Sc1ccc(Br)cc1 | 13 | x | x | 4 | -1 | 9 | -3 | -1
COc1ccccc1-c1ccc(C2[C@H]3CNC[C@@H]2N3C(=O)Nc2ccccc2Cl)cc1 (some centres not stated) | -23 | x | x | 6 | -12 | -1 | 62* | 3
COCCCNC(=O)CCCn1c(=O)[nH]c2ccccc2c1=O | 14 | 3 | 0 | x | 10 | -1 | x | x
CCOc1cccc(C=NNc2nc(=O)cc(C(=O)OC)s2)c1O | 23 | x | x | 5 | -2 | x | 33 | -5
C[C@@H]1CN([C@H](C)CO)C(=O)c2cc(NC(=O)CCCN(C)C)ccc2O[C@@H](C)CCCCO[C@H]1CN(C)Cc1ccncc1 | -19 | 6[16.7 µM] | 3 | -10 | x | 12 | 0 | 0
COc1ccc(-c2csc(N(CCc3ccc(OC)c(OC)c3)C(=O)COc3ccccc3)n2)cc1 | x | -1 | -1 | x | -9 | -12 | x | x
CCC(C)[C@H](NC(=O)NCc1ccc(S(N)(=O)=O)cc1)C(=O)O (some centres not stated) | -5 | 16 | 1 | -5 | -6 | 5 | 6 | -2
CNC(=S)N(CCc1ccccc1)Cc1cc2cc(OC)c(OC)cc2[nH]c1=O | 14 | 0 | -2 | -6 | 11 | x | x | x
CC(C)(C)OC(=O)NC1CCN(S(=O)(=O)c2ccc3c(c2)OCCO3)CC1 | -4 | 14 | 2 | -12 | 13 | x | 4 | -2
Cc1ccc2c(C)c(C(=O)NCC3CCOCC3)oc2c1C | 4 | -1 | 9 | 2 | -9 | -4 | -2 | 1
O=C(Nc1ccc(F)cc1)N[C@H]1CC[C@@H](CCn2cc(-c3ccc(F)cc3)nn2)O[C@H]1CO | 14 | x | 0 | 9 | x | -7 | 4 | -1
CCC(=O)Nc1ccc2c(c1)C(=O)N(C)C[C@H](OC)[C@H](C)CN(Cc1cccc(F)c1)[C@H](C)CO2 | 5 | x | -5 | 0 | -5 | -2 | 2 | 2
Cc1ccc(NC(=O)Nc2ccc3c(c2)CCC3)cc1 | -181 | -8 | 1 | -64 | -1 | 5 | -114 | -1
CCOc1ccccc1NC(=O)C1=C(C)NC(=O)NC1c1cccs1 (configuration not stated) | 23 | x | x | 0 | 6 | -6 | 1 | 1
COCCCn1c(SCC(=O)Nc2ccccc2F)nnc1-c1ccoc1C | 11 | x | -3 | -1 | -3 | x | 3 | -1
CCCCNC(=O)/C(=C\c1ccc([N+](=O)[O-])o1)NC(=O)c1ccccc1 | 6 | 2 | x | 5 | -3 | 2 | 3 | 2
CCn1c(Cn2nnc(-c3ccccc3)n2)nnc1SCC(=O)Nc1ccc(C(C)=O)cc1 | x | -7 | 0 | -35 | x | 1 | -12 | 1
C/C=C/c1ccc2c(c1)O[C@H](CN(C)C(=O)C1CCC1)[C@@H](C)CN([C@@H](C)CO)S2(=O)=O | x | 26[16.7 µM] | x | 15 | x | 11 | 4 | x
CCOC(=O)N1CCN(C(=O)CSc2nnc(CNC(=O)c3ccccc3F)o2)CC1 | -3 | 3 | 0 | x | 7 | -4 | x | x
O=C(C[C@@H]1C=C[C@@H](NS(=O)(=O)c2ccc(F)cc2)[C@H](CO)O1)NCc1ccccc1F | x | x | x | -11 | x | 7 | -3 | -2
CCCNC(=O)N1C[C@@H](O)COC[C@@H]2O[C@H](CC(=O)N3CCCCC3)CC[C@H]21 | -6 | -1[16.7 µM] | -1 | 9 | 4 | 6 | -4 | 1
Cc1ccc(NC(=O)Nc2cc(S(C)(=O)=O)ccc2Cl)cc1 | -31 | 10 | -6 | -27 | -4 | -14 | -50 | 0
CCOc1ccc(N2C(=O)CC(N3CCN(c4ccc(F)cc4)CC3)C2=O)cc1 (configuration not stated) | -14 | 2 | -3 | x | 4 | 0 | 5 | 0
COC(=O)c1sccc1NC(=O)c1ccc(OC)cc1OC | -5 | 0 | 1 | -4 | -5 | -2 | x | x
CC(C)(C)C(=O)N1CCC2CC1c1cc(Cl)ccc12 (configuration not stated) | -13 | 13 | -1 | -15 | 3 | -8 | 1 | 0
CC(C)(C)c1ccc(Oc2ccc(NC(=O)CCCC(=O)O)cn2)cc1 | 11 | 0 | 11 | -11 | -6 | -2 | 3 | 3
CO[C@@H]1CN(C)C(=O)c2ccc(NC(=O)C3CCC3)cc2OC[C@@H](C)N(Cc2ccncc2)C[C@@H]1C | -3 | 4[16.7 µM] | 0 | 1 | x | x | 0 | 9
O=C(COc1ccc(Oc2ccccc2)cc1)NC1CCS(=O)(=O)C1 (configuration not stated) | 5 | x | -3 | 0 | 7 | 1 | 3 | 0
C[C@H](CO)N1C[C@H](C)[C@H](CN(C)C(=O)Nc2ccccc2)OCCCC[C@H](C)Oc2ccc(NC(=O)Nc3cccc4ccccc34)cc2C1=O | -4 | 0[16.7 µM] | -8 | 0 | -21 | -7 | -2 | 0
C[C@@H]1CN([C@H](C)CO)C(=O)Cc2cc(NS(=O)(=O)c3ccccc3)ccc2O[C@@H]1CN(C)C(=O)Nc1ccc2c(c1)OCO2 | -12 | 1[16.7 µM] | x | -12 | x | -2 | 2 | x
CC(=O)NC(C)c1cc(Cl)c2ccccc2c1O (configuration not stated) | 18 | x | 0 | -2 | -4 | x | 21 | 12
CN(CC(=O)Nc1cccc(F)c1)C(=O)CCCc1cccs1 | 97* | -1 | -2 | -8 | 14 | x | -7 | -6
Cc1cc(C)cc(OCC(O)CN2CCC(CN3C(=O)c4cccc5cccc(c45)C3=O)CC2)c1 (configuration not stated) | 67* | -67 | 27 | 5 | -1 | 4 | 29 | 2
COc1ccc(/C=C/C(=O)N2CCN(c3ccccn3)CC2)cc1OC | 18 | 7 | -2 | -12 | 8 | -4 | -3 | 0
O=C(Nc1ccc(CN2CCS(=O)(=O)CC2)cc1)c1ccc(C(F)(F)F)cc1 | -2 | -10 | 5 | x | -4 | -13 | 16 | 0
CCC(=O)N(C)C[C@@H]1Oc2ncc(C3=CCCC3)cc2C(=O)N([C@@H](C)CO)C[C@@H]1C | x | 3[16.7 µM] | x | -1 | -20 | -2 | 1 | -2
CC(=O)N1[C@@H]2c3ccc(-c4ccc(F)cc4)c(=O)n3C[C@H]1[C@H](CO)[C@H]2C(=O)N(C)C | x | x | -5 | 10 | x | x | 4 | -3
CC(=O)CSc1nc(N(C)C)nc(N(C)C)n1 | 9 | x | x | -2 | 1 | -9 | 0 | 21
O=C(COC(=O)c1cccc(S(=O)(=O)N2CCOCC2)c1)NCc1ccc2c(c1)OCO2 | 2 | 4 | 5 | 5 | 1 | -3 | 2 | 0
COc1ccc(OC)c(COC(=O)c2cccc(S(=O)(=O)N3CCCCC3)c2)c1 | 11 | 29 | -1 | 7 | -2 | 3 | 5 | 3
COc1ccc(C2C(C(=O)Nc3cccc(C)n3)c3ccccc3C(=O)N2C)cc1OC (configuration not stated) | -12 | 2 | -1 | x | 4 | 5 | x | x
